Assay outcomes: PubChem BioAssay, several laboratories
RGS4 block – RGS4 inhibitors, primary screen, cell-based, HEK293 M3R inducible RGS4, calcium flux; Regulator of G-protein signaling 4 (Homo sapiens), P49798; Fluo-4 calcium flux; active compounds read high; triggered by carbachol at its EC20; B-score at 10 µM; 310,000 tested, 0.45% active;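 active means B-score, a plate-corrected calcium signal, over three deviations above library mean, with baseline fluorescence within five deviations of library mean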;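 further: RGS4 expression induced by doxycycline in cells with stable M3 receptor; B-score is computed from the integrated fluorescence ratio over baseline after carbachol; higher B-score means a larger calcium signal and so more RGS4 inhibition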
MrgX1 antag – antagonists of human MrgX1 receptor, primary screen, HEK293 cells, Fluo-4 calcium flux | Mas-related G-protein coupled receptor member X1 (Homo sapiens), Q96LB2 | BAM8-22 antagonism; active compounds read low | B-score at 10 µM | 310,000 tested, 1.3% active;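 active means calcium-response B-score plate-corrected more than 3 library SD below zero, starting fluorescence within 5 deviations, no agonist response on first addition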;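 further: peak minus trough fluorescence over baseline after final BAM8-22 challenge near maximal dose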
Platelet DG rel – inhibitors of platelet dense granule secretion, primary screen, cell-based, MLPCN, human platelets; human platelet-rich plasma, SFLLRN dense granule ATP release, luminescence; inhibition, %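 (compounds screened at 7.5 µM in platelet-rich plasma)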; 300,000 tested, 0.22% active;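 active means mean replicate score, as percent of positive control, at or above 50; inconclusive means mean below 50 but at least one replicate at or above 50; inactive means mean and every replicate below 50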
MrgX1 allo act – positive allosteric modulators of MrgX1, primary screen, HEK293 cells, Fluo-4 calcium flux; Mas-related G-protein coupled receptor member X1 (Homo sapiens), Q96LB2; FDSS; active compounds read high; B-score at 10 µM; 310,000 tested, 0.63% active; AID 588675, 2011;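 active means plate-corrected calcium response at least 3 library SD above typical, normal starting fluorescence, not activating the receptor alone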;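 further: compound read alongside a low EC10 to EC30 dose of BAM8-22 agonist; peak minus trough fluorescence over baseline measured at the second addition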
TRPC6 inh – mouse TRPC6 channel inhibitors, primary screen, cell-based, HEK293, membrane potential dye; ACh-evoked depolarization; active compounds read low; B-score at 10 µM; 310,000 tested, 1.1% active;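 active means B-score under library mean minus 3 SD, initial fluorescence not abnormally high, positive integrated signal ratio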;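 further: B-score derived from integrated fluorescence ratio over the kinetic read; more negative B-score means stronger inhibition of depolarization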
Target sequence (Q61143 whole entry, looked up): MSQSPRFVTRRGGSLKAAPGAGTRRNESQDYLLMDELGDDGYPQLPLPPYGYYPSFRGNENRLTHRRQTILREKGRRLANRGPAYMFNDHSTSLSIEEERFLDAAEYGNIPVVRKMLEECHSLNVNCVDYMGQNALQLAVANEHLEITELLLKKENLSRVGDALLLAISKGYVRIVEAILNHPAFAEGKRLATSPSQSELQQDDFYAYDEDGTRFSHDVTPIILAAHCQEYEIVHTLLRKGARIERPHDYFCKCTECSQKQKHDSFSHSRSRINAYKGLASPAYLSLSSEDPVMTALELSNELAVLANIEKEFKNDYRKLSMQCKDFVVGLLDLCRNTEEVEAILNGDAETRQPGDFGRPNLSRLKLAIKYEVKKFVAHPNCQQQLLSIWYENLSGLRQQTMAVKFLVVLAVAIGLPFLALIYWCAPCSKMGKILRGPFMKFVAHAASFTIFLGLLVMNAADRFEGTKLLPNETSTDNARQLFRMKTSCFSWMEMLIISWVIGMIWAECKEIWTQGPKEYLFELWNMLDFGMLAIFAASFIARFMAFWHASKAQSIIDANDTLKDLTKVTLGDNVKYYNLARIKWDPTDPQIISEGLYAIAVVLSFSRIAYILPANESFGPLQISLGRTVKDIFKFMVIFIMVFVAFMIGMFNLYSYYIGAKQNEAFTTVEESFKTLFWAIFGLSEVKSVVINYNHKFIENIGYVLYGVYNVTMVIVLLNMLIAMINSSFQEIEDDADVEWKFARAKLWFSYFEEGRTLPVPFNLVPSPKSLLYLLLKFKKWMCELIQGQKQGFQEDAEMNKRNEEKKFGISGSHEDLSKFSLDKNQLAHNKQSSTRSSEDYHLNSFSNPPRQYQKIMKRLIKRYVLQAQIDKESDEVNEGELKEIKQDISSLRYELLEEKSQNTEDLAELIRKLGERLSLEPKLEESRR
SKKanGAS inh – S. pyogenes SKKanGAS growth inhibitors in kanamycin, primary screen, streptokinase expression inhibitor project, SKKanGAS strain, BacTiter-Glo luminescence; 6 h; inhibition, % at 7.5 µM; 300,000 tested, 1.3% active; AID 1662, 2009;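 active means mean replicate score, as percent of positive control median, at least 50; inconclusive means mean below 50 but one replicate at or above 50; inactive means mean and every replicate below 50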;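 further: strain carries kanamycin resistance gene driven by streptokinase promoter and grows in 40 µg/ml kanamycin; loss of luminescence reflects streptokinase promoter inhibition or plain growth inhibition; 0% = median of DMSO wells and 100% = positive control at its reference dose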
HIF act – HIF pathway transcriptional activators, primary screen, cell-based, U2OS HRE-luciferase, luminescence; U2OS HRE-luciferase reporter; normalized: DMSO 0%, desferrioxamine 100%; activation, % at 7.5 µM (by protocol); 300,000 tested, 0.32% active;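 active means mean activation of at least 10% of the iron chelator positive control signal, with at least half of replicates also reaching 10%; inconclusive means mean and replicate majority disagree about reaching 10%; inactive means mean and most replicates under 10%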
RGS4 pot – RGS4 potentiators or activators, primary screen, cell-based, HEK293 M3R inducible RGS4, calcium flux; carbachol calcium flux Fluo4; active compounds read low; B-score at 10 µM; 310,000 tested, 0.92% active;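 active means B-score of the integrated calcium signal more than 4 SD below the library mean, with starting fluorescence not abnormally high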;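 further: negative B-score means reduced calcium response which marks RGS4 activation or potentiation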
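Material: Inducible-RGS4 HEK293 cells carrying M3 receptor; also added: carbachol at ECmax as muscarinic agonist stimulus; incubation: compound preincubation 20 min at room temperature before agonist; signal: Fluo4-AM (2 µM) calcium-flux fluorescence, kinetic read; measure: integrated calcium ratio converted to B score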
TRPC4 inh – inhibitors of mouse TRPC4 channel, primary screen, Fluo4 calcium, HEK293 TRPC4beta/mu-opioid cells; DAMGO-evoked Fluo4 calcium flux; active compounds read low; B-score at 10 µM; 300,000 tested, 0.39% active; AID 2247, 2010;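 active means B-score over 3 SD under the library average, no early fluorescence shift, positive overall ratio signal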
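Assay system: Stable TRPC4beta/mu-opioid receptor HEK293 cells | Reagent: DAMGO in two steps, submaximal then maximal | Compound dosing: Single concentration per test compound | Signal: Fluo4 Ca2+ flux fluorescence | Evaluation: Per-well B score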
TRPC6 activator – mouse TRPC6 channel activators, primary screen, cell-based, HEK293, membrane potential dye | AID 2550, 2010 | B-score at 10 µM | HEK293-TRPC6 membrane potential dye fluorescence; active compounds read high | 310,000 tested, 0.13% active;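 active means B-score of the integrated fluorescence ratio above library mean plus 3 SD, and starting fluorescence ratio within library mean plus 5 SD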;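 further: higher score means more depolarization so channel activation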
MrgX1 ag – agonists of human MrgX1 receptor, primary screen, HEK293 cells, Fluo-4 calcium flux; Fluo-4 calcium fluorescence, agonist mode; active compounds read high; B-score at 10 µM; AID 588627, 2011; 310,000 tested, 0.44% active;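 active means calcium response B-score plate-corrected fluorescence ratio at least 3 library SD, with starting fluorescence B-score inside 5 SD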
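Material: MrgX1-expressing HEK293 cells / Dosing: compound as first of three additions / Incubation: overnight seeding, then 1 h dark dye loading / Signal: Fluo-4 NW calcium fluorescence / Evaluation: B-scored fluorescence response ratio / Benchmarks: positive and negative control wells on each plate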
Starred values were filed as active, the others as inactive; i = inactive; ? = inconclusive; . = not tested or not shown.

SMILES	RGS4 block	MrgX1 antag	Platelet DG rel	MrgX1 allo act	TRPC6 inh	SKKanGAS inh	HIF act	RGS4 pot	TRPC4 inh	TRPC6 activator	MrgX1 ag
O=C(Nc1cccc(F)c1)c1coc(=O)c(Br)c1	i	i	-5	i	i	3	0.5	i	i	i	i
Cc1ccc(CN2CCN(C(=O)CC(C)C)CC2)cc1	i	i	0	i	i	0	-35	i	i	i	i
COc1cc2c(cc1OC)CN(CC(=O)Nc1ccccc1C#N)CC2	i	i	2	i	i	11	0.0	i	i	i	i
CN(c1ccccc1)S(=O)(=O)c1ccc(NC(=O)c2ccco2)cc1	i	i	1	i	i	2	0.4	i	i	i	i
Cn1c(O)c(C=NCC2CCNCC2)c(=O)n(C)c1=O	i	.	-11	.	i	-7	-0.1	i	i	i	.
COc1ccc(-c2noc(C)c2-c2ccc3ccccc3n2)c(O)c1	i	i	2	i	i	1	-1.1	i	i	i	i
O=C(Nc1ccc(Cl)cn1)C1CC1	i	i	-3	i	i	2	1.3	i	i	i	i
CCCc1cc(-c2n[nH]c(=S)n2-c2cccc(C)c2)cs1	i	i	0	8*	i	-7	0.5	i	i	i	i
CCOC(=O)C1(CCCc2ccccc2)CCN(S(C)(=O)=O)CC1	i	i	-2	i	i	1	-10	i	i	i	i
Cc1cc(Cc2cc(C)c(N)cc2C)c(C)cc1N	i	i	2	i	i	-1	0.1	i	i	i	i
O=C(NCCN1CCNCC1)c1ccccc1O	i	i	-4	i	i	-4	0.2	i	i	i	i
O=C(Nc1cc(Cl)ccc1Oc1ccccc1)C1=COCCO1	i	i	-6	i	i	-5	-0.2	i	i	i	i
COc1ccccc1N1CCN(CC(=O)Nc2ccc(Cl)c(C(F)(F)F)c2)CC1	i	i	-3	i	i	4	-0.2	i	i	i	i
c1ccc(Nc2ccc3c4c(cccc24)CC3)cc1	i	i	-5	i	i	23	-0.4	i	i	i	i
Cc1ccc(Sc2sc(=O)n(C)c2S(=O)(=O)c2ccc(C)cc2)cc1	i	i	-3	i	i	36	0.2	i	i	i	i
Clc1cccc(-c2ccnc3nc(-n4cccc4)nn23)c1	i	i	6	i	i	5	-0.2	i	i	i	i
COc1ccc(NC(=O)c2ccccc2-c2ccccc2)c(C)c1	i	i	0	i	i	1	0.2	i	i	i	i
Cc1cc(N2CC(C(=O)Nc3nccs3)CC2=O)ccc1C(C)C (centres undefined)	i	i	-9	i	i	2	1.0	i	i	i	i
CSCC[C@H](NC(=O)[C@@H]1Cc2ccccc2CN1)C(=O)NC1CCCCC1	i	i	-4	i	i	-1	-0.1	i	i	i	i
COc1cccc(C(=O)C2CCCN(Cc3c(C)n(C)n(-c4ccccc4)c3=O)C2)c1 (centres undefined)	i	i	-3	i	i	-5	-0.1	i	i	i	i

Three compounds from above, reduced to RGS4 block and MrgX1 ag:
structure | RGS4 block | MrgX1 ag
O=C(NCCN1CCNCC1)c1ccccc1O | i | i
O=C(Nc1cc(Cl)ccc1Oc1ccccc1)C1=COCCO1 | i | i
COc1ccccc1N1CCN(CC(=O)Nc2ccc(Cl)c(C(F)(F)F)c2)CC1 | i | i

Additional entries:
SMILES	RGS4 block	MrgX1 antag	Platelet DG rel	MrgX1 allo act	TRPC6 inh	SKKanGAS inh	HIF act	RGS4 pot	TRPC4 inh	TRPC6 activator	MrgX1 ag
COc1ccc(C(=O)CNc2ccccc2C#N)cc1	i	i	21	i	i	-12	2.6	i	i	i	i
COc1cccc(NC(=O)Nc2ccc(C)c(Cl)c2)c1	i	i	6	i	i	2	1.8	i	i	i	i
Cc1ccc(OCCCCNC(C)c2ccccc2)c(C)c1 (centres undefined)	i	i	3	i	i	8	0.2	i	i	i	i
Cc1nnc(SCc2cc(=O)[nH]c(N3CCN(Cc4ccccc4)CC3)n2)s1	i	i	5	i	i	1	0.3	i	i	i	i
Cc1cc(C)nc(SCC(=O)c2ccc(F)cc2F)n1	i	i	3	i	i	-21	4.0	i	i	i	i
COC(=O)c1cc(=O)n(-c2c(Cl)cc(C(F)(F)F)cc2Cl)[nH]1	i	i	-1	i	i	17	-0.3	i	i	i	i
CC(C)(C)c1ccc(S(=O)(=O)N2CCC(NC(=O)c3ccco3)CC2)cc1	i	i	-8	i	i	-4	-0.2	i	i	i	i
O=C(Cc1csc(-c2ccccc2)n1)NCc1cccs1	i	i	1	i	i	-4	2.5	i	i	i	i
CC(c1ccccc1)n1c(-c2ccc(Cl)cc2)n[nH]c1=S (centres undefined)	i	i	-3	i	i	18	0.9	i	i	i	i
O=C(COc1cc2oc(=O)c3c(c2cc1Cl)CCC3)N1C[C@H]2C[C@@H](C1)c1cccc(=O)n1C2	i	i	4	i	i	-2	-0.3	i	i	i	i
COc1cccc(C(=O)NCc2nnc(SCC(=O)Nc3nccs3)n2-c2ccccc2)c1	i	i	?	i	i	-3	-0.2	i	i	i	i
CC(SCC(=O)O)c1nc2ccccc2[nH]1 (centres undefined)	i	i	4	i	i	12	-0.4	i	i	i	i
Cc1cc(C)nc(SCC(=O)Nc2ncccn2)n1	i	i	17	i	i	0	0.2	i	i	i	i
CCC(C)[C@H](NC(=O)OC(C)(C)C)c1nnc(SCc2c(C)[nH]c(=O)[nH]c2=O)o1 (some centres undefined)	i	i	-65	i	i	-3	-0.1	i	i	i	i
COc1ccc(NC(=O)Cc2nnc(SCC(=O)Nc3cc(C)ccc3OC)n2C)cc1	i	i	-9	i	i	-10	0.1	i	i	i	i
OCCC1CN(Cc2cccs2)CCN1Cc1ccccc1 (centres undefined)	i	i	3	i	i	-8	0.3	i	i	i	i
O=C(CN1CCOc2ccccc21)N1CCN(c2cccc(Cl)c2)CC1	i	i	-1	i	-5.5*	-16	-0.1	i	i	i	i
O=C(Nc1c(C(=O)Nc2cccc(F)c2)oc2ccccc12)c1ccc2c(c1)OCO2	i	i	1	i	i	0	1.2	i	i	i	i
CN(C)c1oc(-c2ccccc2Cl)nc1S(=O)(=O)c1ccccc1	i	i	-6	i	i	20	-0.2	i	i	i	i
Cc1cccc(C(=O)NCC(=O)OCCOc2ccccc2Cl)c1	i	i	34	i	i	-7	0.0	i	i	i	i
CCOC(=O)/C(=N\Nc1ccc(C(C)=O)cc1)c1csc(Nc2ccccc2)n1	i	i	13	i	i	-6	-29	i	i	i	i
COc1ccccc1-n1c(COc2ccccc2-c2ccccc2)nnc1SCC(=O)c1c(N)n(C)c(=O)n(C)c1=O	i	i	18	i	i	23	0.5	i	i	i	i
NC(=O)c1ccccc1NC(=O)CN1CCCCCC1	i	i	-6	i	i	-1	-0.2	i	i	i	i
O=C(CCn1c2c(c3ccccc31)CCCC2)NNC(=O)c1ccccc1Cl	i	i	-3	i	i	12	-0.3	i	i	i	i
CCOC(=O)c1cc2sc(C)cc2n1CC(=O)Nc1ccc2c(c1)OCCO2	i	i	-1	i	i	-6	0.5	i	i	i	i
COc1ccc(CCNc2nc(C)nc3c2nnn3Cc2ccccc2)cc1OC	i	i	3	i	i	-3	0.2	i	i	i	i
CN(C)C(=O)Nc1ccccc1CC[N+](=O)[O-]	i	i	0	i	i	-3	0.8	i	i	i	i
NS(=O)(=O)c1ccc(N/N=C/c2ccccc2Br)cc1	i	i	-4	6.8*	i	3	1.8	i	i	i	i
Cc1ccc(C(O)c2ccc(-n3ccnc3)cc2)cc1 (centres undefined)	i	i	-2	i	i	-2	0.2	i	i	i	i
N#Cc1ccccc1NC(=O)COC(=O)CCc1ccccc1	i	i	-1	i	i	5	-0.3	i	i	i	i
CCc1ccc(Oc2cc(Cl)nc(N)n2)cc1	i	i	-3	12*	i	7	2.1	i	i	i	i
CCOC(=O)Nc1ccc(S(=O)(=O)Nc2nccc(C)n2)cc1	i	i	1	i	i	7	0.2	i	i	i	i
O=P(c1cccs1)(c1cccs1)c1cccs1	i	i	-2	i	i	8	0.0	i	i	i	i
CCn1c(SCC(=O)Nc2ccc(C(C)=O)cc2)nc2nc3c(cc2c1=O)CCCC3	i	-5.8*	4	i	i	4	0.1	i	i	i	i
Cc1cccc(N(C(=O)Nc2ccc(Cl)cc2)C2=NCC(C)S2)n1 (centres undefined)	i	i	-1	i	i	8	1.8	i	i	i	i
COc1ccc(CN2CCN(Cc3ccco3)CC2)c(OC)c1	i	i	0	i	i	-1	0.1	i	i	i	i
COC(=O)COc1cccc2c(=O)n(CC(=O)N3CCCc4ccccc43)ccc12	i	-8.9*	-1	i	i	0	0.1	i	i	i	i
COc1ccc(/C=C2\C(=O)OCc3cc(OC)c(OC)cc32)cc1OC	i	i	17	i	i	-1	0.0	i	i	i	i
Cc1cc(/C=C(\C#N)C(=O)OCC(=O)NC(=O)NC(C)(C)C)c(C)n1CCC(C)C	i	i	5	i	i	32	0.8	i	i	i	i
CCSc1nsc(SCC)c1C(N)=O	i	i	4	i	i	-1	0.1	i	i	i	i
COC(=O)c1ccccc1NC(=O)c1c(Br)cnn1C	i	i	-3	i	i	-1	0.0	i	i	i	i
COC(=O)c1ccccc1NC(=S)N1CCN(c2ccc(OC)cc2)CC1	i	i	-6	i	i	-7	.	i	i	i	i
O=C(CNS(=O)(=O)c1ccc(Br)s1)N1CCN(c2ncccn2)CC1	i	.	-14	.	i	-5	0.1	i	i	i	.
